Source: PubChem (several laboratories)
NS5 inhibitors – flavivirus cap methylation enzyme inhibition – biochemical, confirmation dose response, primary screen (AID 588689); Dengue-2 NS5 methyltransferase capping enzyme assay, biochemical; higher % means a stronger effect; one-dose inhibition, % at 25 µM; IC50 in µM for titrated hits; 340,000 tested, 0.3% active; in the data active = a potency from the dose series; inconclusive = inhibition above about 29% without an active follow-up result
NOD2 inhibition – inhibition of NOD2-driven NF-kB reporter – cell-based, luminescence, uHTS, HEK293 (AID 1566); HEK293 NOD2/NF-kB luciferase reporter, luminescence; higher % means a stronger effect; inhibition, % at 4 µM; hits with a dose series show EC50 in µM; 290,000 tested, 0.63% active; also: many of its hits are not listed in these tables
Myeloid diff 2 – myeloid differentiation induction | ER-HoxA9 myeloid progenitors, lysozyme-GFP differentiation, flow cytometry | calls only at 10 µM | 360,000 tested, 1% active | AID 624256;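 active = normalized GFP-positive differentiation at or above the plate's own cutoff, the solvent-only control mean plus 3 SD; inconclusive = no clear call, values can overlap the other calls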;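 also: cells exposed to compound for four days before flow analysis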
HIV peptide binding – cell-free HIV fusion peptide-binding blockers – biochemical, uHTS, fluorescence dequenching, primary screen (AID 1986); cell-free peptide binding, fluorescence dequenching, 30 min; higher % means a stronger effect; inhibition, % at 20 µM; hits with a dose series show IC50 in µM; 290,000 tested, 0.3% active; in the data active = inhibition mostly above about 52%, no sharp cut-off; inactive = mostly below about 76%; also: some results filed as inactive read as strong as hits
XIAP antagonists – small molecules displacing peptide from XIAP – biochemical, IAP family, fluorescence polarization (AID 1018). displacement, % at 20 µM; hits with a dose series show IC50 in µM. 200,000 tested, 0.007% active. XIAP BIR domain, fluorescence polarization peptide displacement; higher % means a stronger effect; in the data active = displacement above about 50%; also: a part of the inactive calls stands beside numbers as strong as those of hits
SIAH1 antagonists – Siah-1 peptide-binding antagonists, primary screen, biochemical, fluorescence polarization, rhodamine-plectin, uHTS (AID 1817); Siah-1 / rhodamine-plectin peptide fluorescence polarization; higher % means a stronger effect; one-dose displacement, % at 20 µM; IC50 in µM for titrated hits; 290,000 tested, 0.02% active;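 active = displacement of at least 50% at 20 µM, with a fluorescence ratio check between 0.3 and a set limit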;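 also: plate controls were Siah plus tracer with DMSO for no effect and tracer alone without Siah for full effect; strong numbers were not always called active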
Lipid droplet – modulators of hepatic lipid droplet formation | AML12 mouse hepatocytes, oleate lipid droplets, BODIPY imaging | inhibition, % at 6.5 µM | 240,000 tested, 0.4% active | AID 1656;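 active = lipid droplet intensity inhibited by at least 50%, with more than 500 cells counted; inconclusive = wells with under 300 cells, treated as cytotoxic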
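material = mouse AML12 hepatocyte cell line, fixed after treatment | also added = 100 µM oleic acid challenge | doses = compound at 6.5 µM only | schedule = overnight exposure | technique = Image-based BODIPY and DAPI two-channel analysis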
LYP inhibition – inhibitors of LYP phosphatase, biochemical, fluorescence intensity, uHTS (AID 1779); 290,000 tested, 0.054% active; one-dose inhibition, % at 11.5 µM; IC50 in µM for titrated hits; recombinant LYP phosphatase, fluorescence intensity; higher % means a stronger effect;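 also: plate controls were vehicle with enzyme for no effect and no enzyme for full effect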
AID2073 – disruptors of CaV2.2 binding to Mint1 – biochemical, HTRF (AID 2073); HTRF protein-protein interaction, Mint1-CaV2.2; higher % means a stronger effect; 290,000 tested, 0.19% active; one-dose inhibition, % at 20 µM; IC50 in µM for titrated hits; in the data active = inhibition mostly above about 51%, no sharp cut-off; inconclusive = no clear call, values can overlap the other calls; inactive = mostly below about 53%; also: some results filed as inactive read as strong as hits
Lipid droplet cells 6.5 µM – second read-out of Lipid droplet, no call of its own (marks repeat the call); cell count; measured here: cell count, cytotoxicity flag;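 cells counted across two imaged fields per well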
NS5 inhibitors pilot replicate – further read-out of NS5 inhibitors, marked with its call; inhibition, %; measured here: pilot screen replicate inhibition
Myeloid diff 2 GFP+ MAC1+ % – further read-out of Myeloid diff 2, marked with its call; GFP+ MAC1+ double positive, %; measured here: differentiation confirmed by MAC1 staining
Active calls of the source: *; i = inactive; ? = inconclusive; . = not tested or not shown. Rule as the data show it, unless noted: active = inhibition above about 50%; inactive = the rest.

SMILES	NS5 inhibitors	NOD2 inhibition	Myeloid diff 2	Myeloid diff 2 GFP+ MAC1+ %	HIV peptide binding	XIAP antagonists	SIAH1 antagonists	Lipid droplet	Lipid droplet cells 6.5 µM	LYP inhibition	AID2073	others
Cn1c(=O)c2c(nc(Br)n2CCSc2nc3ccccc3o2)n(C)c1=O	6%	-5%	i	1.3	1.6%	-9.4%	-5%	-16	719	1%	37%	NS5 inhibitors pilot replicate=-3.0
COc1ccc(Cn2cc(C(=O)c3ccccc3)c(=O)c3cc(OC)ccc32)cc1	1%	3%	i	3.7	2.5%	-0.1%	24%	-2	722	-2%	-3%
CCN1CCN(c2ccc(NC(=O)c3ccco3)cc2Cl)CC1	-7%	-8%	i	1.2	-0.8%	.	10%	27	818	-10%	-2%
CCC(=O)N1CCc2cc(Br)cc(S(=O)(=O)N3CCCCC3CC)c21 (centres undefined)	-2%	8%	i	2.5	-0.6%	.	2%	-2	724	5%	6%
CCOC(=O)CSc1cn2c(n1)CCC2	4%	1%	i	1.1	2.4%	-10%	4%	20	771	-5%	-15%
COc1ccc2c(c1)CCc1c-2n[nH]c1C(=O)O	-3%	-2%	i	1.5	0.0%	36%	0%	-5	781	0%	6%
CC(C)(C)Cc1nc(-c2ccccn2)no1	-2%	-20%	i	0.8	1.7%	-2.6%	1%	7	796	5%	-4%
COc1ccc(-c2cc(C)no2)cc1S(=O)(=O)N1CCCN(Cc2ccc(F)cc2)C1	4%	-4%	i	0.0	-1.7%	.	2%	-6	633	-7%	-2%
O=C(COc1ccccc1Cl)Nc1nnc(S(=O)(=O)N2CCCC2)s1	-5%	8%	i	3.7	13%	.	3%	-9	734	-4%	-4%
CCC(=O)N1CCc2cc(S(=O)(=O)CCC(=O)Nc3cccc(C)n3)ccc21	0%	16%	i	0.2	1.0%	-9.4%	4%	-5	713	-2%	-5%
Cn1c(=O)n(C)c2cc(S(=O)(=O)NCc3ccco3)ccc21	-3%	-32%	i	0.7	20%	-3.1%	-1%	.	.	-8%	1%
Cc1c(NC2(c3nnnn3-c3ccc(Br)cc3)CCCCC2)c(=O)n(-c2ccccc2)n1C	2%	16%	i	1.1	-0.1%	-5.6%	4%	0	741	-8%	2%
Cc1ccccc1NS(=O)(=O)c1cc(C(=O)N2CCCC2)ccc1C	7%	8%	i	2.1	-0.4%	-4.7%	2%	-26	697	-2%	6%
Cn1cnnc1SCC(=O)Nc1ccccc1C(=O)NC1CCCC1	2%	-6%	i	3.2	-2.4%	2.0%	2%	.	.	-11%	5%
CC(C)[C@H](NC(=O)c1ccco1)C(=O)OCC(=O)Nc1ccccc1OC(F)F	1%	12%	i	0.5	-0.4%	-5.6%	-3%	8	676	0%	-9%
O=C(O)CN1C(=O)/C(=C2\C(=O)N(Cc3ccccc3Cl)c3ccccc32)SC1=S	28µM*	5%	i	0.5	50%	.	-8%	-20	816	-1%	3%
c1ccn2c(Cc3nnc4ccccn34)nnc2c1	2%	17%	i	7.6	-0.3%	-5.7%	-2%	.	.	-13%	3%
COc1cccc(CNC(=O)C2CCCN(S(=O)(=O)c3ccc4c(c3)C(C)(C)C(=O)N4C)C2)c1 (centres undefined)	1%	21%	i	5.2	1.4%	.	2%	-3	723	-10%	4%
Cc1cccc(NC(=O)c2sccc2-n2cccc2)c1C	-2%	4%	i	1.3	1.2%	-1.0%	3%	.	.	-6%	0%
CC(C)c1ccc(C(=O)NNC(=O)C2C3CCC(C3)C2C(=O)O)cc1 (centres undefined)	.	-93%	.	.	-0.9%	.	5%	3	666	-7%	0%
O=C(OCc1ccc2c(c1)OCO2)c1cccc(S(=O)(=O)N2CCCCC2)c1	-2%	0%	i	0.8	1.8%	-7.7%	-1%	2	826	-2%	11%
CC1(C)Cc2nc3sc(C(=O)O)c(N)c3cc2CS1	.	3%	.	.	35%	-2.4%	25%	2	672	1%	55%*
COc1cccc(NCCC(=O)c2cccc([N+](=O)[O-])c2)c1	4%	-51%	i	0.5	-0.1%	-4.9%	-1%	-21	656	-1%	-2%
CC(=O)Oc1ccccc1C1C[C@]2(C)CC(=O)NC2N1C(C)=O (some centres undefined)	-12%	2%	i	0.2	0.1%	-5.3%	-7%	-5	659	-6%	8%
CN(C)c1ccc(C2Nc3ccccc3C(=O)N2NS(C)(=O)=O)cc1 (centres undefined)	-4%	-14%	i	0.2	-1.1%	.	5%	14	796	-4%	8%
CCC(CC)C1C(C#N)=C(N)Oc2n[nH]c(-c3ccccc3)c21 (centres undefined)	-5%	5%	i	1.3	-0.9%	-4.6%	1%	2	747	-8%	-5%
N=C1/C(=C\c2ccc(SCc3ccccc3)o2)C(=O)N=C2SC=NN12	?	-4%	i	0.2	33%	-0.3%	30%	0	752	-5%	16%
O=C(COc1ccc2c(-c3ccccc3)cc(=O)oc2c1)N[C@H](Cc1c[nH]c2ccccc12)C(=O)O	-2%	14%	i	1.3	8.6%	.	-3%	-1	764	-2%	4%
Cc1ccc(NC(=O)COC(=O)c2ccc(Cl)cc2)cc1S(=O)(=O)N(C)C	-6%	16%	i	0.5	-0.3%	-8.4%	-8%	-2	584	-1%	7%
Cc1ccc(NS(=O)(=O)c2ccc(F)cc2)nc1	5%	-12%	i	0.8	1.1%	.	2%	0	832	-11%	5%
COc1ccccc1CNc1ccc2nnc(CCNC(=O)c3ccccc3)n2n1	-1%	2%	i	0.4	5.7%	-3.7%	0%	19	719	-8%	-4%
CC(C)(C)OC(=O)[C@H](Cc1ccccc1)NC(=O)c1nc[nH]c1C(=O)NCC(=O)OCc1ccccc1	-4%	-2%	i	5.2	2.4%	.	-3%	-36	749	-8%	-1%
O=C(O/N=C1\CCCc2ccccc21)c1cccs1	2%	-8%	i	0.2	-2.1%	-8.1%	19%	8	722	-1%	-4%
CN1C(=O)N(C)C2(c3ccccc3)Nn3c(s/c(=C/c4ccccc4F)c3=O)=NC12c1ccccc1 (centres undefined)	.	-4%	.	.	-0.8%	-2.3%	0%	1	729	-10%	10%
COc1ccccc1N1CCN(/N=C/c2ccc(Cl)c([N+](=O)[O-])c2)CC1	-5%	-9%	i	0.1	-1.7%	.	-5%	-2	813	-6%	-6%	NS5 inhibitors pilot replicate=0.9
O=C(CNc1cccc2ccccc12)N/N=C/C(Br)=C/c1ccccc1	5%	-3%	.	.	19%	-2.2%	3%	.	.	-1%	-28%
CC(=O)Cc1nsc(NC(=O)c2ccc(Br)o2)n1	-1%	20%	i	0.8	6.3%	-1.4%	4%	-1	719	-3%	13%
Cc1ccc(NC(=S)N(Cc2cccc(Br)c2)CC2CCC(C(=O)O)CC2)cc1Cl (centres undefined)	-20%	10%	i	0.6	30%	-6.1%	18%	-3	677	-3%	0%
O=S(=O)(Cc1cc(NCc2ccccc2)nc(-c2ccncc2)n1)c1ccccc1	-10%	14%	i	0.2	-0.2%	-6.3%	3%	1	699	-4%	1%
O=C(NCc1ccc(Cl)cc1)c1cc2ccccc2oc1=O	.	1%	i	0.3	0.1%	.	10%	12	846	-9%	8%

Arranged by heavy-atom count (lowest first): some entries from above.
SMILES	NS5 inhibitors	NOD2 inhibition	Myeloid diff 2	Myeloid diff 2 GFP+ MAC1+ %	HIV peptide binding	XIAP antagonists	SIAH1 antagonists	Lipid droplet	Lipid droplet cells 6.5 µM	LYP inhibition	AID2073	others
Cc1ccc(NS(=O)(=O)c2ccc(F)cc2)nc1	5%	-12%	i	0.8	1.1%	.	2%	0	832	-11%	5%
Cc1ccc(NC(=O)COC(=O)c2ccc(Cl)cc2)cc1S(=O)(=O)N(C)C	-6%	16%	i	0.5	-0.3%	-8.4%	-8%	-2	584	-1%	7%
O=S(=O)(Cc1cc(NCc2ccccc2)nc(-c2ccncc2)n1)c1ccccc1	-10%	14%	i	0.2	-0.2%	-6.3%	3%	1	699	-4%	1%

Continued.
SMILES	NS5 inhibitors	NOD2 inhibition	Myeloid diff 2	Myeloid diff 2 GFP+ MAC1+ %	HIV peptide binding	XIAP antagonists	SIAH1 antagonists	Lipid droplet	Lipid droplet cells 6.5 µM	LYP inhibition	AID2073	others
O=[N+]([O-])c1ccc(-n2cccc2/C=N/Nc2nc(N3CCCCC3)nc(N3CCCCC3)n2)cc1	.	-4%	.	.	0.5%	0.5%	0%	-4	680	5%	18%
Cc1cc(C)nc(NS(=O)(=O)c2ccc(Br)cc2)n1	-9%	1%	i	0.8	3.0%	-4.3%	-3%	-5	640	-8%	0%
O=S(=O)(Nc1ncccn1)c1ccc(Nc2ncnc3ccccc23)cc1	-8%	2%	i	3.2	-1.1%	1.3%	7%	-2	662	-2%	9%
CC(C)(C)NCc1cc(Cl)ccc1OCc1cccs1	1%	2%	i	0.4	1.4%	-2.5%	-5%	9	744	-8%	2%
CC(=O)Nc1ccc(Nc2ccc(N3C(=O)CCCC3=O)cc2[N+](=O)[O-])cc1	3%	15%	i	0.2	-2.8%	-2.6%	-3%	-7	602	-5%	-3%
COc1ccc(Cl)cc1-n1c(C)cc(C(=O)OCC(=O)N2CC(=O)Nc3ccccc32)c1C	-7%	11%	i	1.2	4.3%	-3.2%	1%	22	716	11%	11%
COc1ccc(N2CCN(C(=O)Cc3ncc(C(F)(F)F)cc3Cl)CC2)cc1	4%	-5%	i	1.5	2.3%	-1.9%	2%	13	671	-2%	-4%	NS5 inhibitors pilot replicate=-3.3
CCN(CC)c1ccc(/C=N/NC(=O)c2ccc3nc[nH]c3c2)cc1	-8%	20%	i	0.5	-1.7%	.	13%	9	706	-1%	10%
O=C(Nc1ccc(Cl)cn1)c1ccc2nccnc2c1	17%	-31%	i	2.2	6.6%	.	-2%	-1	741	-2%	12%
CCOCCCNC(=O)/C(C#N)=C/c1cc(C)c(O)c(C)c1	-81%	-47%	i	0.7	1.4%	-6.9%	-3%	0	699	2%	-11%
Cc1cc(=O)n2nc(N3CCCC(C(=O)NCc4ccccc4)C3)sc2n1 (centres undefined)	0%	6%	i	2.0	-0.8%	.	6%	4	810	-8%	2%
CCOc1ccccc1NC(=O)CSc1nnc(CNC(=O)c2cccs2)o1	3%	2%	i	0.6	-0.4%	.	2%	13	674	-8%	0%
CCc1ccc(-c2cc(C)no2)cc1S(=O)(=O)N1CCC(C)CC1	-3%	-1%	i	1.9	-0.7%	.	1%	-48	760	-8%	-3%
COc1ccc(OC)c(-c2cc(C(=O)Nc3cc(C)n(Cc4ccc(Cl)cc4)n3)no2)c1	1%	36%	i	0.5	-0.6%	-1.9%	5%	.	.	-5%	15%
O=C(O)c1ccccc1SCc1ccc2c(c1)OCO2	-1%	12%	i	0.9	-0.1%	-11%	4%	3	757	-2%	-7%
Cc1ccc(NC(=O)c2cccs2)cc1	-7%	-42%	i	1.6	0.4%	-4.9%	2%	10	843	-7%	4%
CCn1c(=N)n(CC(=O)C23CC4CC(CC(C4)C2)C3)c2ccccc21	-13%	-10%	i	0.3	0.0%	4.4%	9%	-9	655	3%	?
Cc1cc(C)c2[nH]c(=O)c(=O)[nH]c2c1	0%	-8%	i	1.2	-0.2%	-2.4%	-3%	3	830	1%	7%

The list is partial (hit frequency here may not be typical).
